# Rad51 HR inh – blocks human Rad51 in homologous recombination; hRad51 DNA strand exchange, fluorescence dequenching; inhibition, % at 10 µM; actives 0.085% (n = 200,000);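 active = inhibition above 40% at the single screening dose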;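 also: 0% = DMSO control wells and 100% = blanks with heterologous ssDNA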
# Target sequence (Q06609 whole entry, looked up): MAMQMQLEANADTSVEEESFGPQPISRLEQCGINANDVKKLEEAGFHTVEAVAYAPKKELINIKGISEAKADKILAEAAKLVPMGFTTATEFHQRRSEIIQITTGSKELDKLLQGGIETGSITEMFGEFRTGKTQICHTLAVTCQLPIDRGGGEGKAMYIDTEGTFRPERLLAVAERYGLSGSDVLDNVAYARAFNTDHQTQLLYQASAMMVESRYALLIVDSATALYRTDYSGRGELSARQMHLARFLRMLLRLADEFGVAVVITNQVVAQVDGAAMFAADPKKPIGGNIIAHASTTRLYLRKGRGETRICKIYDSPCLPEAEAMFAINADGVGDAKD
#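 Test system: preformed human Rad51 ssDNA filaments; also added: Donor/quencher-labelled 47-bp dsDNA substrate; doses: 10 µM final, single point; times: 37 °C 15-min filament assembly, 30-min compound preincubation, 15-min exchange; detection: FRET fluorescence dequenching, excitation 485 nm, emission 520 nm; read-out basis: Fluorescence-based percent inhibition, control- and blank-normalised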
# Cl transport mod – modulators of human KCC2 chloride dependent transport; KCC2 cells, thallium flux FluoZin-2 fluorescence; actives 2.2% (n = 190,000); Q9H2X9; B-score of Tl+ flux slope (higher = more flux/activation; lower = inhibition) at 10 µM; AID 1456;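 active = thallium flux slope and its plate-corrected score both differing from the plate sample mean at a set confidence after two filtering rounds, in either direction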;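 also: slope of fluorescence scaled to starting intensity during 10 to 20 s after thallium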
# FXIa inh – inhibitors of human coagulation factor XIa | P03951 | purified FXIa, Boc-Glu-Ala-Arg-AMC fluorogenic substrate | inhibition, % at 5 µM | actives 0.14% (n = 220,000);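 active = inhibition of at least 40%; inactive = inhibition below 40%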;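 also: fluorescence of freed AMC excited at 355 nm; 0% = enzyme without compound and 100% = no enzyme blank; many of its hits are not listed in these tables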
# PERK inhibitor – inhibitors of human PERK kinase; inhibition, % at 5.6 µM; actives 0.17% (n = 220,000); CHO PERK-DD fusion, SEAP luminescence translation reporter;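 active = inhibition above the mean inhibition of all tested compounds plus 3 SD, set separately per screening campaign, cut at about 2.9% in these data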;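 also: PERK kinase domain activated by AP20187 dimerizer at 100 nM; 0% = DMSO with dimerizer and 100% = rapamycin at 8.4 µM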
# m-calpain inh – inhibitors of pig calpain II | actives 0.37% (n = 220,000) | inhibition, % at 16 µM | AID 1236 | purified calpain II, fluorogenic peptide substrate, 30 min;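 active = inhibition above about 50%, limit read from the data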
# FXIIa inh 1536 – factor XIIa (human) inhibition. P00748. AID 800. inhibition, % at 5 µM. actives 0.3% (n = 220,000). purified FXIIa, Boc-QGR-AMC fluorogenic substrate, 2 h; in the data active = inhibition above about 40%;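 also: 0% = enzyme with no compound and 100% = blank without enzyme; many of its hits are not listed in these tables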
# KLK5 inh – inhibitors of human kallikrein 5; Q9Y337; recombinant hK5, fluorogenic AMC substrate cleavage; inhibition, % at 5 µM; actives 0.59% (n = 210,000); AID 873;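 active = inhibition of 40% or more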;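 also: 0% = enzyme controls without compound and 100% = no-enzyme blanks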
# thrombin 1536 – blocks human thrombin protease activity; inhibition, % at 5 µM; AID 1046; actives 0.26% (n = 220,000); alpha-thrombin, Boc-VPR-AMC fluorogenic substrate cleavage; P00734;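 active = inhibition at or above 40%; inactive = inhibition below 40%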;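 also: 0% = enzyme with no compound and 100% = wells without enzyme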
#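 signal = AMC fluorescence, 355/460 nm | material = human alpha-thrombin enzyme | control set = enzyme without compound as high, wells lacking enzyme as low | times = reaction at room temperature | read-out basis = percent inhibition scaled between no-compound controls and no-enzyme blanks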
# Furin inhibitor – human furin inhibition | AID 463115 | inhibition, % at 30 µM | P09958 | purified furin, fluorogenic substrate cleavage | actives 0.061% (n = 220,000); in the data active = inhibition above about 25%; also: inactives centre near -15
# Target sequence (P09958 108-714 limits assumed): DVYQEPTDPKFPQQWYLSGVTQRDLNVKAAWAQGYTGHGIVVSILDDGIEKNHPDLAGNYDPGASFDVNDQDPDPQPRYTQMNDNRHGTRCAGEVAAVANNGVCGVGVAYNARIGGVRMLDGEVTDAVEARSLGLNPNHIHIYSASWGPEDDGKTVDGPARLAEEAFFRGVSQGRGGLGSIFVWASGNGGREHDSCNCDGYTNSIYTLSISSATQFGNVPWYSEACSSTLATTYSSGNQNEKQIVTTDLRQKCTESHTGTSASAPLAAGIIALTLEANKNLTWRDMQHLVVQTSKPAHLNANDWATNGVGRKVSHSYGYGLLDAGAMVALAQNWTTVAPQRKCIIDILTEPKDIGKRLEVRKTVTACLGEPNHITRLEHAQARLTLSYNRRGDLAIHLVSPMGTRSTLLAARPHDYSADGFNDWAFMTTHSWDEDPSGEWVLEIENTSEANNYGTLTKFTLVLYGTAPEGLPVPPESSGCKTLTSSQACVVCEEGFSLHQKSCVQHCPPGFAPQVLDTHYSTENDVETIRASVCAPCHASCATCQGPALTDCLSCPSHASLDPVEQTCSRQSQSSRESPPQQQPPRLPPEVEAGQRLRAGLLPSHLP
# An asterisk follows results filed as active; i = inactive; . = not tested or not shown; [ ] = another dose, or the depositor's remark. This is a subset (hit frequency here may not be typical).
no.	SMILES	Rad51 HR inh	Cl transport mod	FXIa inh	PERK inhibitor	m-calpain inh	FXIIa inh 1536	KLK5 inh	thrombin 1536	Furin inhibitor
1	COc1ccc(/C=N/NC(=O)c2cc(-c3cccn3C)n[nH]2)cc1OC	24	-0.8	-1	0.8	-8	8	-15	-2	-24
2	Cc1cccc(CN2C(=O)c3ccccc3Sc3ccc(C(=O)NCCN4CCOCC4)cc32)c1	-8	-1.6	-1	-0.5	-93	-2	-4	-11	-29
3	CCCCN1C(=O)c2ccc(C(=O)Nc3c(N)n(CCCC)c(=O)n(C)c3=O)cc2C1=O	4	0.61	-5	-0.2	9	13	-9	1	-6
4	CCCCn1c(O)c(N=NC(=O)Cn2c(C(F)(F)F)nc3ccccc32)c2ccccc21	-6	-0.55	10	1.0	3	19	5	-5	-16
5	Cc1cc(C)n(-c2nc(-c3cccc(Cl)c3)cs2)n1	-5	.	6	0.6	-4	13	4	3	-9
6	CN(c1ccccc1)S(=O)(=O)c1ccc(C(=O)NCc2ccccn2)cc1	-4	-0.31	-6	-0.1	-14	5	-5	-6	-20
7	CCOc1c2ccc(C(=O)NC3CCCc4ccccc43)cc2nn1C (centres undefined)	-4	-0.19	-1	0.1	i	4	-50	0	-18[20 µM]
8	N=C(N)SCC1=CCS(=O)(=O)C1	.	0.0078	1	1.4	-17	11	-3	-1	-18
9	CCCn1c(=O)c2[nH]cnc2n(-c2ccc(Cl)cc2)c1=O	10	-0.038	8	1.9	-14	13	-1	-1	-16
10	CC(C)CNC(=S)N1CCC(NC(=O)C23CC4CC(CC(C4)C2)C3)CC1	0	0.93	0	1.1	17	8	-10	1	-25[20 µM]
11	COC(=O)/C=C1\SC(N)=NC1=O	19	0.52	12	1.1	9	5	-5	-2	-29
12	Cn1c(SCC(=O)O)nnc1C1CCCCC1	5	1.8	14	1.8	13	27	-7	-1	-18[20 µM]
13	O=C1c2ccncc2C(=O)N1C1CCCCC1	4	1.1	1	-0.5	18	14	-14	-7	-21
14	C=C(C)c1cccc(C(C)(C)NC(=O)NCc2ccc(OC)cc2)c1	6	0.48	4	0.5	-5	2	-5	-8	-1
15	O=C(CCSc1ccc(F)cc1)Nc1ccc(-n2cnnn2)cc1	6	.	0	0.7	32	12	-6	1	-23
16	Cc1oc2cc(O)cc(C)c2c(=O)c1-c1cnn(-c2ccccc2)c1	3	-1.9	5	0.6	-25	11	0	0	-10[20 µM]
17	Cc1ccccc1N(CC(=O)NC1CCCC1)C(=O)c1oc(C(C)(C)C)cc1C	3	.	0	1.2	10	6	-11	-6	-5[20 µM]
18	CCC(=O)C1=C(N2CCCC2)CC(C)(C)CC1=O	-1	-0.31	3	0.0	7	27	47*	11	-18[20 µM]
19	C=CCNC(=O)NC(=O)COC(=O)/C=C/c1cccc([N+](=O)[O-])c1	-6	0.97	0	0.9	-10	8	5	-5	-10
20	O=C(CSc1ncn[nH]1)NCc1ccccc1	2	1	6	0.3	-17	23	-4	1	-8[20 µM]
21	CCCC(=O)N1CCN(c2ccc(NC(=O)c3ccccc3)cc2)CC1	-1	0.028	-1	-0.6	0	10	1	1	-28
22	O=c1c2cccnc2[nH]c(=S)n1Cc1ccccc1	27	5.5*	1	0.7	18	2	-6	7	-7
23	CCCCNC(=O)CC1NCCNC1=O (centres undefined)	12	-0.048	-9	1.1	-24	-2	-15	-3	-15
24	Cc1cc(=O)c2ccc(C(F)(F)F)cc2[nH]1	8	0.63	-4	0.8	-26	0	-5	-6	-14
25	CS(=O)(=O)Nc1ccc(C(=O)NC2CC3CCC2C3)cc1 (centres undefined)	2	.	5	0.8	-13	19	9	3	-35[20 µM]
26	CCOCCOC(=O)c1ccc(-n2cnc(C)n2)nc1	1	-0.79	-4	-0.5	4	-1	-10	-7	-5
27	CN1C(=O)/C(=C/c2ccccc2OCc2ccccc2)NC1=S	-28	9.7*	19	-0.6	1	21	-3	1	-17
28	NC(=O)CC(NC(=O)Cc1ccc(Cl)cc1)c1ccc(NCCc2ccccc2F)c([N+](=O)[O-])c1 (centres undefined)	-3	0.95	2	.	5	7	1	2	-33
29	CCOC(=O)/C(=C/c1ccc(OC)cc1)NC(=O)c1ccco1	3	1.1	4	1.1	0	13	0	-12	-11
30	CCOC(=O)c1c(NC(=O)CSc2nc3ccccc3o2)sc(C(C)=O)c1C	-48	.	9	1.7	-22	20	-7	1	-1
31	Cc1cc(C(=O)NCC2CCCO2)n(-c2ccccc2)n1 (centres undefined)	5	.	5	-0.8	-11	13	-5	0	-16
32	COC(=O)c1cc(-c2ccccc2)sc1NC(=O)CN1C(=O)c2ccccc2C1=O	3	0.079	6	0.3	-8	0	4	-3	2
33	COc1ccc(N/C(=N\c2nc(C)cc(C)n2)NC(C)=O)cc1OC	1	.	1	0.1	-33	13	-5	50*	-24
34	NC(=NC(=O)c1ccc(OCC(F)(F)F)nc1)c1ccccc1	.	-0.73	4	0.2	12	14	3	0	-10
35	CSCCC(NC(=O)c1ccc(C)o1)C(=O)O (centres undefined)	12	.	8	1.6	6	11	32	16	-21
36	Cn1c(N)c(C(=O)COC(=O)c2ccc([N+](=O)[O-])o2)c(=O)n(C)c1=O	.	-0.35	3	1.1	8	5	-1	-3	-12
37	CC1=CC(C)C2C(=O)N(c3ccccc3)NC(=O)C2C1 (centres undefined)	5	1.8	8	0.6	-2	9	-13	-5	-7
38	COc1cccc(-c2cc(C(=O)Nc3cc(C)nn3-c3ccccc3)no2)c1	-1	.	-3	-0.1	-21	16	5	-2	-28[20 µM]
39	Cc1ccc(/C=N/OC(=O)c2nn(C)cc2Cl)cc1	26	-1.7	-8	1.6	-13	1	-4	-4	-26
40	Cc1ccc(NC(=O)CN(C)Cc2nc3ccccc3c(=O)[nH]2)c(Br)c1	5	-1.5	-22	-1.8	12	1	-23	-6	-16[20 µM]
41	CN(C)S(=O)(=O)c1ccc(C(=O)Nc2nc(-c3ccccc3)c(C(=O)c3ccccc3)s2)cc1	0	0.34	1	-1.1	11	3	-11	-12	-11
42	Nc1c(C(O)(C(F)(F)F)C(F)(F)F)cc(C(O)(C(F)(F)F)C(F)(F)F)c2ccccc12	-4	0.4	2	-0.7	-5	10	1	-1	-11[20 µM]
43	CSc1nc(Cl)cc(Nc2ccccc2N)n1	-3	.	-7	1.1	-16	0	-5	-2	-16
44	CN1CCN(C(=O)c2ccc3c(c2)NC(=O)C(C)(C)O3)CC1	1	0.84	-7	1.8	-27	-4	-16	3	-14
45	CC(=O)c1c(N2CCN(c3ccc(F)cc3)CC2)nc(=S)n(-c2ccccc2)c1C	.	-0.77	-2	-1.2	-14	1	-16	-6	-24
46	CCN=C1SC(C(=O)Nc2ccccc2)CC(=O)N1CC (centres undefined)	-5	.	-1	-0.1	-3	8	-7	-2	-20[20 µM]
47	Cc1c(/C=N/Nc2ccc([N+](=O)[O-])cn2)c2ccccc2n1Cc1ccccc1	-1	0.83	3	0.6	-33	12	2	0	-14
48	CCC(C(=O)OCC(=O)Nc1ccc(SC(F)F)cc1)c1ccccc1 (centres undefined)	-9	0.32	3	-0.1	51*	-2	24	51*	-10

# Along the list, as entered above.
# Compounds 39 to 45 in thrombin 1536 read -4, -6, -12, -1, -2, 3, -6
# Compounds 39 to 45 in FXIa inh read -8, -22, 1, 2, -7, -7, -2

# Next part:
no.	SMILES	Rad51 HR inh	Cl transport mod	FXIa inh	PERK inhibitor	m-calpain inh	FXIIa inh 1536	KLK5 inh	thrombin 1536	Furin inhibitor
49	CCOC(=O)C1=C(CC)Nc2ccccc2N=C1N	-6	-0.029	-4	0.8	1	6	-2	-29	-22
50	NNC(=O)c1cc(-c2cccs2)nc2ccccc12	7	0.39	-9	-0.7	-330	4	-6	-1	-25
51	Cc1cc(S(=O)(=O)N2CCN(c3ccccc3O)CC2)c(C)s1	3	-2.2	-7	1.2	4	8	-22	-12	-26
52	Cn1cc(CN2CCCC(C(=O)c3nccn3C)C2)c(-c2cccc(Cl)c2)n1 (centres undefined)	.	0.63	1	1.9	16	10	.	1	-28
53	Cc1cc(C)cc(N(CC(=O)NCc2ccco2)C(=O)c2snc(C(N)=O)c2N)c1	2	-0.013	7	-0.7	-10	14	-7	2	-6[20 µM]
54	CC(C)(C)c1ccc(OCC(=O)NNC(=S)NC(=O)c2ccccc2[N+](=O)[O-])c(Br)c1	-8	-0.011	-8	-0.3	-8	9	-139	27	-11
55	O=C(CNS(=O)(=O)c1cccs1)Nc1ccc2c(c1)OCCO2	1	0.22	-3	0.1	-19	10	-12	-13	-13
56	Cc1ccc(NC(=O)Nc2ccc3c(c2)N(C)C(=O)CS3)cc1C	4	-0.78	-5	-2.0	-42	8	2	-8	-16
57	CN1CCN(C(=O)C(N)Cc2ccccc2)CC1 (centres undefined)	2	0.71	4	0.1	-6	8	-2	.	-20
58	Cc1ccc(S(=O)(=O)CCC(=O)OCc2ccccc2)cc1	-4	-1.1	-4	1.1	4	0	-9	0	-23
59	CCOc1cc(C(=O)Nc2ccon2)cc(OCC)c1OCC	5	-0.33	17	0.0	-11	14	-28	0	-16[20 µM]
60	N=C1C(=O)OCC1c1ccccc1NC(=O)Nc1ccccc1 (centres undefined)	-1	0.03	4	0.7	14	13	1	.	-10
61	O=C(c1ccc(Cl)cc1)C1CCCN(Cc2cnn(-c3ccccc3)c2)C1 (centres undefined)	.	0.064	-2	1.5	30	4	.	-1	-27
62	COC(=O)Cc1ccc(NC(=S)NCc2ccc(OC)cc2)cc1	27	-0.017	-3	-0.2	4	3	-7	-7	-17
63	Cn1c(=O)[nH]c2sc3c(c2c1=O)CC(C)(C)OC3	12	0.66	-6	0.1	-5	-4	-25	-9	-18[20 µM]
64	O=c1c(-c2ccc(Cl)cc2)[n+]([O-])c2ccccc2n1OCc1ccccn1	2	.	-6	1.4	-70	12	-12	1	-18[20 µM]
65	Cc1ccc(/C=N/NC(=O)c2ccncc2)s1	.	1.9	0	0.1	-9	7	-1	-10	-11
66	Fc1ccccc1NC(=S)N/N=C/c1ccccc1Br	1	6.2*	2	0.0	-17	6	-6	-1	3[20 µM]
67	CN(Cc1cccnc1)C(=O)CC1C(=O)NCCN1CC(c1ccccc1)c1ccccc1 (centres undefined)	5	0.22	-4	0.6	-15	3	-5	-7	-28
68	O=C(CSc1nc2ccccc2[nH]1)N1CCCCC1	-10	.	1	-0.5	2	8	1	-3	-21[20 µM]
69	CCc1cccc(CC)c1N(COC)C(=O)Cn1nnc2ccccc21	-10	.	4	-1.0	-13	14	-10	5	-13
70	O=C(CNC(=O)c1cccc(Br)c1)NCCc1nc2ccccc2[nH]1	2	.	3	1.8	-16	10	3	4	-15[20 µM]
71	CC(O)c1nc2c(c(=O)n(C)c(=O)n2C)n1C (centres undefined)	-24	0.85	6	2.4	9	15	1	2	-9
72	O=C(NC(=S)NCc1ccccc1)c1ccccc1	-3	22*	3	1.1	0	7	-1	-3	-26
73	O=C(c1ccc2c(=O)n3c(nc2c1)CCCCC3)N1CCN(c2ccccc2)CC1	12	-0.44	-1	0.8	-11	8	2	0	-23
74	COc1cc(OC)cc(C(=O)NC2CCN(Cc3nnnn3Cc3cccs3)CC2)c1	-7	-0.39	1	-1.7	1	7	3	-3	-13[20 µM]

# Copied from the list.
# FXIa inh, Cc1ccc(/C=N/NC(=O)c2ccncc2)s1 = 0
# Cl transport mod, O=C(c1ccc(Cl)cc1)C1CCCN(Cc2cnn(-c3ccccc3)c2)C1 (centres undefined) = 0.064

# Assay outcomes deposited in PubChem BioAssay by several laboratories.
